Assay outcomes (PubChem BioAssay)
mIAP act – activators of mouse IAP, primary screen, biochemical, luminescence, uHTS | activation factor at 10 µM | muIAP, CDP-Star luminescence, 30 min; stronger effect = higher value; 1 = vehicle-only enzyme signal, 0 = enzyme-free wells | intestinal alkaline phosphatase [Mus musculus] | actives 0.24% (n = 330,000);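 active means activation factor of at least 2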; further: the source names both 10 and 20 µM as test concentration; values of inactives mirror those of a sister screen read the other way
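Assay system: mouse IAP enzyme; Reagent: CDP-Star chemiluminescent phosphatase substrate; Compound: DMSO-dissolved test compounds; Incubation: 30 min, room temperature; Technique: luminescence from enzymatic CDP-Star hydrolysis; Controls: DMSO-only wells and no-enzyme negative control.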
MPTP block – mitochondrial permeability transition pore inhibitors, primary screen, biochemical, isolated mouse mitochondria, absorbance; Ca2+ swelling absorbance, 30 min; inhibition, % at 10 µM; actives 1.4% (n = 360,000); AID 602449, 2012;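 active means inhibition of 50% or more, scaled per plate between neutral and stimulator controls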;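 further: 0% = DMSO wells given calcium and 100% = 1 mM EGTA wells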
hIAP act – human IAP activators, primary screen, biochemical, luminescence, uHTS; Intestinal-type alkaline phosphatase (Homo sapiens), P09923; purified human IAP, CDP-Star luminescence, 30 min; stronger effect = higher value; 1 = vehicle-only enzyme, 0 = enzyme-free background; activation factor at 10 µM; actives 0.16% (n = 330,000); AID 2524, 2010;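 active means activation factor of the enzyme at least 2-fold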; further: the source names both 10 and 20 µM as test concentration; values of inactives mirror those of a sister screen read the other way
Target sequence (P09923 whole entry, looked up): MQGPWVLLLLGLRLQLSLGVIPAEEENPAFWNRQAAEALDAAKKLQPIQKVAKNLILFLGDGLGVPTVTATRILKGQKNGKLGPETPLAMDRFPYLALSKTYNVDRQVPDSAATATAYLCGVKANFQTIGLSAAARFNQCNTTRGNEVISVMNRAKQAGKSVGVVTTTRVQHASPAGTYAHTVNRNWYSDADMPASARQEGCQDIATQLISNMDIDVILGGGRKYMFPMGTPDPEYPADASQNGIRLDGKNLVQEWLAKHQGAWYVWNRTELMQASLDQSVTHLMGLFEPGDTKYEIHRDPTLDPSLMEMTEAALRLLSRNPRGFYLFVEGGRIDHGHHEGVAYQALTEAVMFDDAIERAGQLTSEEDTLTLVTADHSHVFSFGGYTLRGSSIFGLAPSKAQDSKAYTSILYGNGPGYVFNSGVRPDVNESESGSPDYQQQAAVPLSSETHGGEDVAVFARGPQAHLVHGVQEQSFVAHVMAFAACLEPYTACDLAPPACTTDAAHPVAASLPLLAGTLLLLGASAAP
A3A deaminase – APOBEC3A ssDNA deaminase inhibitors, primary screen, selectivity assay for APOBEC3G inhibitor project, biochemical, FAM/TAMRA oligo cleavage fluorescence | inhibition, % at 20 µM | actives 0.41% (n = 330,000) | AID 493011, 2011 | recombinant A3A, FAM/TAMRA ssDNA deamination fluorescence | DNA dC->dU-editing enzyme APOBEC-3A (Homo sapiens), P31941;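 active means at least 40% inhibition at 20 µM here, with at most 30% in a related deaminase screen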;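 further: plate controls were A3A with DMSO for no effect and wells lacking A3A enzyme for full effect; some results filed as inactive read as strong as hits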
Target sequence (P31941 whole entry, looked up): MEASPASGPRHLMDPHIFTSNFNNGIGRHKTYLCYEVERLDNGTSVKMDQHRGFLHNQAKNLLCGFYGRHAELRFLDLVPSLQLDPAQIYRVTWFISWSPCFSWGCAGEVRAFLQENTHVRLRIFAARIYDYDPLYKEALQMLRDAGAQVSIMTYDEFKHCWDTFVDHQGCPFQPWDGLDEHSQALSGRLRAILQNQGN
mIAP block – inhibitors of mouse IAP, primary screen, biochemical, luminescence, uHTS | AID 2806, 2010 | purified mouse IAP, CDP-Star luminescence, 30 min | inhibition, % at 10 µM | intestinal alkaline phosphatase [Mus musculus] | actives 0.2% (n = 330,000);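 active means inhibition of at least 40% at 10 µM in the primary screen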;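 further: plate controls were DMSO with enzyme for no effect and no enzyme wells for full effect; values of inactives mirror those of a sister screen read the other way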
hIAP block – human IAP inhibitors, primary screen, biochemical, luminescence, uHTS; actives 0.12% (n = 330,000); Intestinal-type alkaline phosphatase (Homo sapiens), P09923; inhibition, % at 10 µM; AID 2544, 2010; purified IAP, CDP-Star luminescence, 30 min;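 active means inhibition reaching a set limit with compound at 10 µM in the primary screen, cut at about 35% in these data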;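 further: plate controls were DMSO wells with enzyme for no effect and no-enzyme buffer wells for full effect; values of inactives mirror those of a sister screen read the other way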
MIN6 prolif – inducers of MIN6 beta-cell proliferation, primary screen, ATP luminescence, uHTS; proliferation, % at 10 µM; actives 0.29% (n = 330,000); MIN6 cells proliferation, ATPlite luminescence, 48 h; cells starved in 0.2% serum; 100% = growth in 10% serum;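 active means compounds whose signal lies at least 3.5 SD above the mean of all wells on their plate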;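 further: 0% = DMSO-treated cells in low-serum medium and 100% = 10% serum control; some compounds called inactive have numbers as strong as hits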
APOBEC3G inh – APOBEC3G DNA deaminase inhibitors, primary screen, biochemical, fluorescence, single-stranded DNA substrate, uHTS | actives 0.28% (n = 330,000) | inhibition, % at 20 µM | recombinant A3G, ssDNA deamination FAM/TAMRA fluorescence | AID 493012, 2011;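 active means inhibition of at least 40% at 20 µM, with no more than 30% in the related APOBEC3A deaminase screen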;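 further: plate controls were DMSO wells with A3G for no effect and wells lacking A3G enzyme for full effect; some compounds called inactive have numbers as strong as hits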
Target sequence (Q9HC16 whole entry, looked up): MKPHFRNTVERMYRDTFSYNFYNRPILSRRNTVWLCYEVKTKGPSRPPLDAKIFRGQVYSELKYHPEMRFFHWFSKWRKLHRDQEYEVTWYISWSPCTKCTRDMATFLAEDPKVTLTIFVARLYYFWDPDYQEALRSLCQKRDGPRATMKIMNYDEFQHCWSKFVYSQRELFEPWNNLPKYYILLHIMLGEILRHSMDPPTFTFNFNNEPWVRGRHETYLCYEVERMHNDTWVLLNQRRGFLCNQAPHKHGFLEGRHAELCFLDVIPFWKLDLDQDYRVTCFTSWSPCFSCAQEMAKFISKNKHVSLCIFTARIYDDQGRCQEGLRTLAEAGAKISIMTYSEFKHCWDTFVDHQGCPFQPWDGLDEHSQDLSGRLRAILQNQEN
ATG4B inh – ATG4B protease inhibitors, primary screen, biochemical, fluorescence, uHTS; Cysteine protease ATG4B (Homo sapiens), Q9Y4P1; ATG4B cleavage of LC3-PLA2, NBD-HPC fluorescence, 1 h; inhibition, % at 8.33 µM; actives 0.51% (n = 340,000); AID 504462, 2011; in the data active means inhibition above about 40%
* marks the source's active call; other numbers are inactive results; nt = not tested or not shown.

SMILES	mIAP act	MPTP block	hIAP act	A3A deaminase	mIAP block	hIAP block	MIN6 prolif	APOBEC3G inh	ATG4B inh
NC(=O)c1ccc(/C=N/O)nc1	1.1	-1.6	1	-6	-6	0	-3	-11	-6
Cc1ccc(/C=C(\CCC(=O)O)c2nc3ccccc3s2)cc1[N+](=O)[O-]	0.95	-0.3	0.92	-8	5	8	0	-10	20
O=C(C(=O)N1CCN(c2ccccc2)CC1)c1cn(CC(=O)N2CCCCCC2)c2ccccc12	0.94	0.1	0.96	1	6	4	-6	-2	0
O=C(NCCCn1ccnc1)/C(=C\c1ccco1)NC(=O)c1ccco1	0.97	0.7	0.94	-3	2	6	1	-7	-5
C[C@H]1CN([C@@H](C)CO)C(=O)Cc2cc(NS(C)(=O)=O)ccc2O[C@@H]1CN(C)Cc1ccc(Cl)c(Cl)c1	1	0.6	1.1	-1	-4	-8	-6	-1	-16
C=CCn1cc(C(=O)c2cc(Br)ccc2O)cc(C#N)c1=O	1	20	0.98	0	-4	2	-3	-6	1
COc1ccc(C2(O)CCN(C(=O)c3c(F)cccc3F)CC2)cc1	1	0.1	0.92	-4	-2	8	-3	-8	8
COc1ccc(NC(=O)c2ccc(C)cc2)cc1	1	-0.2	1.1	-1	-1	-12	-4	-6	-3
O=C(COC(=O)CCC(=O)c1cccs1)Nc1cccc(F)c1	0.92	0.1	0.92	-2	8	8	1	-3	-2
Cc1ccc(S(=O)(=O)Nc2cc3c(cc2N2CCOCC2)n(C)c(=O)c(=O)n3C)cc1	0.96	-0.6	1	1	4	-2	1	-1	0
CC(=O)N1CCN(C2=NC(=O)/C(=C\c3cccs3)S2)CC1	0.91	0.2	0.96	-5	10	4	-1	-8	-1
CCOC(=O)C1=C(CSc2nc(-c3ccccc3)ccc2C#N)OC(N)=C(C#N)C1c1cccnc1 (stereo not given)	1.2	0.0	1.1	-6	-19	-14	-4	-9	-3
CCOC(=O)c1ccc(NC(=O)c2nc[nH]c2C(=O)N[C@@H](CC(C)C)C(=O)OC(C)(C)C)cc1	0.97	-0.5	2*	-3	3	-103	-7	-6	-11
Cc1cc(C)n(Cc2ccc(NC(=O)c3c([N+](=O)[O-])c(C)nn3C)cc2)n1	1.1	-2.2	1	-1	-7	-2	1	-4	-6
CSC1=N/C(=C\c2ccccc2)C(=O)N1C	0.91	0.2	0.9	6	9	10	-3	-7	2
COCCN1Cc2cccc(C(=O)Nc3ccc(C)c(C)c3)c2C1=O	0.93	-1.4	1.5	2	7	-46	-1	-1	5
O=C(OCC(=O)N1CCN(C(=O)c2ccco2)CC1)c1cc(-c2ccc(Cl)c(Cl)c2Cl)nc2ccccc12	0.86	2.5	1.1	1	14	-9	-5	-5	3
O=C(NCCN1CCCC1)c1ccc(Br)cc1	1.1	-0.9	1.1	0	-12	-12	2	-3	-5
CCN(CCCNC(=O)c1c(C)cc(=O)oc1C)c1ccccc1	0.95	-2.0	1.1	-5	5	-8	1	-7	5
CCOC(=O)c1c(C)c(C(=O)Nc2ccc(F)cc2)c(C)n1C	1	1.5	1.1	-11	0	-10	0	-7	-10

2 records drawn at random from those above, as already listed:
SMILES	mIAP act	MPTP block	hIAP act	A3A deaminase	mIAP block	hIAP block	MIN6 prolif	APOBEC3G inh	ATG4B inh
O=C(OCC(=O)N1CCN(C(=O)c2ccco2)CC1)c1cc(-c2ccc(Cl)c(Cl)c2Cl)nc2ccccc12	0.86	2.5	1.1	1	14	-9	-5	-5	3
CCOC(=O)c1c(C)c(C(=O)Nc2ccc(F)cc2)c(C)n1C	1	1.5	1.1	-11	0	-10	0	-7	-10

New compounds follow.
SMILES	mIAP act	MPTP block	hIAP act	A3A deaminase	mIAP block	hIAP block	MIN6 prolif	APOBEC3G inh	ATG4B inh
CCOC(=O)c1sc2nc(CC(=O)OC)nc(N3CCN(c4ccc(OC)cc4)CC3)c2c1C	0.9	1.9	0.84	0	10	16	-2	-1	1
CC1CN(C(=O)c2ccc(C(=O)c3ccccc3)cc2)CC(C)O1 (stereo not given)	0.96	0.0	1.1	-7	4	-10	1	-7	-8
CC(C(=O)NC(=O)NC1CCCCC1)N1CCN(C(c2ccccc2)c2ccccc2)CC1 (stereo not given)	0.95	-1.0	0.84	1	4	16	-6	-4	0
O=C(O)CCn1c(=S)n(CCC(=O)O)c2ccccc21	0.96	-0.1	0.95	-6	4	5	3	-7	3
CCOC(=O)c1ccc(-c2csc(NC(=O)CN3CCC(C)CC3)n2)cc1	0.9	0.5	1.3	0	10	-25	-3	-2	2
O=C(CCC(=O)N(c1ccc(F)cc1)C(C(=O)NC1CCCC1)c1ccncc1)Nc1cccnc1 (stereo not given)	1	-0.3	1	-6	-1	-2	-1	-4	-8
COc1ccc(CCN(C)Cc2cccc3ccccc23)cc1OC	0.95	1.4	0.93	-7	4	7	0	-7	-1
CCCn1c(CN2CCCCC2CC)nc2c1c(=O)n(C)c(=O)n2C (stereo not given)	1.1	-0.2	1	-6	-8	-2	1	-4	4
CO/N=C(\Cn1ncc(NC2CCCCC2)c(Br)c1=O)c1ccc(Cl)cc1	0.96	1.2	1.1	1	4	-6	-4	3	17
COc1cccc(-n2cc(CN(C)Cc3nc(Cc4ccccc4)no3)cn2)c1	1	3.2	1.2	-1	0	-21	-3	1	8
CC1CN(C(=O)CSc2cn(CC(=O)N3CCOCC3)c3ccccc23)CC(C)O1 (stereo not given)	0.89	2.0	1.1	-7	11	-6	3	-6	-2
COc1ccc(S(=O)(=O)NC(C)C(=O)N2CCCC2)cc1Cl (stereo not given)	1	0.0	1.1	-1	-5	-12	6	3	-2
CCCc1cc(=O)[nH]c(Nc2ccc(OC)c(Cl)c2)n1	0.91	22	1	0	9	-2	-1	-3	-3
CC(C)N1CCC(N2CCN(C3CCCCCC3)CC2CCO)CC1 (stereo not given)	1	-0.2	1	0	-3	0	-1	0	15
Cc1ccc(CNC(=O)c2cc(-c3ccccc3)nn2Cc2cc(C)no2)cc1	2.2*	1.2	1	0	-122	0	-6	0	5
CCCN1C2CCCC1CC(NC(=O)C1CCCCC1)C2 (stereo not given)	0.96	-2.0	1.1	3	4	-11	-3	2	7
O=C1N(c2ccccc2)C(c2ccccc2)C12CCCCC2 (stereo not given)	0.95	-3.0	nt	2	5	nt	nt	4	8
COc1ccc(C2=C(CC(=O)O)C(=O)CC2)cc1	1	-0.1	0.99	-1	0	1	1	-7	1
CCN1C[C@@H]2[C@@H]3C(=O)N(Cc4ccccc4)C(=O)[C@@H]3[C@](CC)(C(=O)OC)N2C1=NC	1	-1.2	nt	-2	-5	nt	nt	-4	-5
COc1ccc(C(CC(=O)O)NC(=O)c2ccccc2)cc1OC (stereo not given)	1.1	-1.9	0.93	-6	-10	7	-3	-5	12

Already shown: an excerpt of the list.
SMILES	mIAP act	MPTP block	hIAP act	A3A deaminase	mIAP block	hIAP block	MIN6 prolif	APOBEC3G inh	ATG4B inh
O=C1N(c2ccccc2)C(c2ccccc2)C12CCCCC2 (stereo not given)	0.95	-3.0	nt	2	5	nt	nt	4	8
COc1ccc(C2=C(CC(=O)O)C(=O)CC2)cc1	1	-0.1	0.99	-1	0	1	1	-7	1
CCN1C[C@@H]2[C@@H]3C(=O)N(Cc4ccccc4)C(=O)[C@@H]3[C@](CC)(C(=O)OC)N2C1=NC	1	-1.2	nt	-2	-5	nt	nt	-4	-5
COc1ccc(C(CC(=O)O)NC(=O)c2ccccc2)cc1OC (stereo not given)	1.1	-1.9	0.93	-6	-10	7	-3	-5	12

Further entries:
SMILES	mIAP act	MPTP block	hIAP act	A3A deaminase	mIAP block	hIAP block	MIN6 prolif	APOBEC3G inh	ATG4B inh
COc1cccc(N2C(=O)Nc3ccccc3C2(O)C(=O)NCc2ccc3c(c2)OCO3)c1 (stereo not given)	1.1	-0.2	1.1	-5	-12	-10	-1	-11	5
CN(C)c1nc(SCC#N)nc(N(C)C)n1	0.94	0.7	0.97	-2	6	2	0	-2	-8
CCC(CC)C(=O)Nc1ccc(Nc2ccccc2)cc1	1.1	1.4	1.1	1	-6	-7	0	-4	-7
COc1ccccc1CNC(=O)CN1C(=O)COc2ccc(S(=O)(=O)NC3CCCC3)cc21	1	-0.8	0.97	1	0	3	-1	-5	-7
CC(C)(C)c1ccc(-c2nnc(SCC(=O)c3ccc4c(c3)OCCO4)o2)cc1	1	1.6	0.87	1	-3	13	-2	-6	-2
Cc1ccc(NC(=O)CCNC(=O)c2ccccc2Cl)cc1S(=O)(=O)N1CCOCC1	0.97	-0.6	1.1	0	3	-12	2	-1	-12
Oc1[nH]c2ccc(Br)cc2c1N=Nc1ccc(F)cc1	0.83	1.6	0.8	1	17	20	-3	-4	-13
Cc1nc(-c2ccc(C(=O)N3CCCC3)cc2)cs1	0.98	-1.0	0.96	9	2	4	-3	4	5
CO[C@@]1(NC(=O)CSCC#N)C(=O)N2C(C(=O)O)=C(CSc3nnnn3C)CS[C@@H]21	0.73	-2.7	0.9	93	27	10	6	51	-2
Cc1cc(C(=O)CSc2nc3ccccc3[nH]2)c(C)n1Cc1ccco1	0.88	86*	0.98	-4	12	2	-3	-9	-14
O=[N+]([O-])c1cccc(/C=N/NS(=O)(=O)c2ccccc2)c1	0.93	-1.8	0.98	0	8	2	1	-1	-3
Cc1ccc(OCc2nnc(SCC(=O)c3ccccc3)n2Cc2ccco2)cc1	0.97	-1.2	0.99	-2	3	1	-4	-4	60*
Cc1ccccc1N1CCN(CCC(=O)Nc2ccc(F)cc2)CC1	1.1	0.2	1.4	-3	-8	-42	-1	-7	1
COc1cc(/C=C2\SC(=S)N(NC(=O)c3cccnc3)C2=O)ccc1O	0.65	7.6	0.7	1	35	30	0	-2	4
Cc1ccccc1C(=O)N1CC(=O)Nc2ccc(F)cc2C1c1ccc(F)cc1 (stereo not given)	1	-0.3	1	-1	0	-2	2	-4	5
CCn1cc(/C=N/N=C2\CCC3C4CCc5cc(O)ccc5C4CC[C@]23C)c(C)n1 (stereo not given in full)	0.84	10	0.87	-3	16	13	-4	-1	0
COCCNC(=O)CN(c1cc(Cl)ccc1OC)S(C)(=O)=O	0.87	-1.1	1.1	-4	13	-13	0	-4	-15
COc1ccc(N(C(=O)c2snc(C(N)=O)c2N)C(C(=O)NC2CCCC2)c2ccc(OC)c(OC)c2)cc1 (stereo not given)	1	-0.5	0.97	1	-3	3	2	-1	6

An excerpt from above in order of molar mass, rising.
SMILES	mIAP act	MPTP block	hIAP act	A3A deaminase	mIAP block	hIAP block	MIN6 prolif	APOBEC3G inh	ATG4B inh
COCCNC(=O)CN(c1cc(Cl)ccc1OC)S(C)(=O)=O	0.87	-1.1	1.1	-4	13	-13	0	-4	-15
COc1cc(/C=C2\SC(=S)N(NC(=O)c3cccnc3)C2=O)ccc1O	0.65	7.6	0.7	1	35	30	0	-2	4
COc1ccc(N(C(=O)c2snc(C(N)=O)c2N)C(C(=O)NC2CCCC2)c2ccc(OC)c(OC)c2)cc1 (stereo not given)	1	-0.5	0.97	1	-3	3	2	-1	6
